APE1 inh: inhibitors of human APE1 endonuclease; Potency, µM (titrated, usually from 65.8 µM), for inactives: top-dose activity change, negative = inhibition, most hits filed as inhibitors; recombinant APE1, TAMRA/BHQ-2 abasic DNA cleavage fluorescence; AID 2517; 350,000 compounds, 0.35% hits;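 further: potency means the concentration at half of the fitted maximal effect; plate controls were vehicle for no effect and reference inhibitor for full effect; nearly all actives have a fitted effect of over 55% in size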
Target sequence (P27695 whole entry, looked up): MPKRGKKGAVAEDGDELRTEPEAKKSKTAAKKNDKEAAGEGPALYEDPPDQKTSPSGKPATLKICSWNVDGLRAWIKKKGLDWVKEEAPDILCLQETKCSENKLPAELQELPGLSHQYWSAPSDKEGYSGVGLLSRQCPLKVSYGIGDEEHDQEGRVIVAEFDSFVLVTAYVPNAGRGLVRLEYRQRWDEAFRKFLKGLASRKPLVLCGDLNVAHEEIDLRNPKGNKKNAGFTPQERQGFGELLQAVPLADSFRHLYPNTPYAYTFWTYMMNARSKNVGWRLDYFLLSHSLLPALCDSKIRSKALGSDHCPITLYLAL
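APE1 at 0.75 nM final was preincubated with compound 15 min at room temperature, then 50 nM double-stranded THF abasic-site substrate (5'-TAMRA/3'-BHQ-2) was added. Fluorescence (ex 525/em 598 nm) was read kinetically; third-minus-first read gave activity.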
BLM inh: inhibitors of human Bloom syndrome helicase BLM; P54132; recombinant BLM DNA unwinding, fluorescence dequenching; Potency, µM (doses to about 56.1 µM), for inactives: at the top dose activity change, negative = inhibition, hits mostly inhibitors; 350,000 compounds, 0.2% hits;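 further: potency means the concentration at half of the fitted maximal effect; plate controls were vehicle for no effect and no enzyme for full effect; nearly all actives have a fitted effect of over 35% in size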
Pol kappa inh: DNA polymerase kappa (human) inhibition; Q9UBT6; purified Pol kappa, fluorescent DNA synthesis assay, 10 min; Potency, µM (top dose mostly 107 µM), inactives show top-dose activity, negative = inhibition, hits mostly inhibitors; 400,000 compounds, 0.53% hits; further: potency means the concentration at half of the fitted maximal effect; on the % scale 0 is the no-effect control and ±100 the full control effect
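Fluorescent qHTS in 1536-well format: enzyme (10 nM) and compound sat 15 min at room temperature before 50 nM substrate (final) was added. Signal taken at 0 and 10 min; no-enzyme buffer wells were negative controls.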
POLH inh: DNA polymerase eta (human) inhibition; AID 588591; recombinant Pol eta, fluorescent DNA replication assay; 390,000 compounds, 1.2% hits; Potency, µM (doses to about 114 µM), inactives show top-dose activity change, negative = inhibition, actives largely listed as inhibitors; further: potency means the concentration at half of the fitted maximal effect; on the % scale 0 is the no-effect control and ±100 the full control effect
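Fluorescent replication assay: 50 nM final substrate added after a 15 min room-temperature compound preincubation with 10 nM enzyme. Signal taken at 0 min and again at 10 min.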
Pol beta inh: inhibitors of human DNA polymerase beta; P06746; Pol beta primer extension/strand displacement, fluorescence kinetic; Potency, µM (top dose mostly 114 µM), for the others: at the top dose activity change, negative = inhibition, usual class: inhibitors; 340,000 compounds, 1.3% hits; further: potency means the concentration at half of the fitted maximal effect; on the % scale 0 is the no-effect control and ±100 the full control effect
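Values derive from four-parameter Hill fits of normalized kinetic data: reads at 0 and 10 min following addition of 50 nM substrate to 10 nM Pol beta preincubated 15 min with compound.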
RXFP1 antag: blocks the human relaxin receptor RXFP1; Q9HBX9; HEK293-RXFP1, relaxin-stimulated cAMP HTRF, 30 min; stronger effect = lower value; activity change, negative = inhibition, % at 57.5 µM; 350,000 compounds, 0.59% hits; AID 1259400;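 active means activity change of -60% or lower, but not beyond a set lower limit; inconclusive means change between -60% and -40%, or beyond the set limit; inactive means change above -40%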; further: on the % scale 0 is the no-effect control and ±100 the full control effect
Anesthetic bind: binds horse apoferritin like a general anesthetic; AID 485281; 350,000 compounds, 0.074% hits; apoferritin/1-aminoanthracene competitive binding, fluorescence; Potency, µM (top dose mostly 77.5 µM), for the others: top-dose activity change, negative = displacement, most hits filed as inhibitors; further: potency means the concentration at half of the fitted maximal effect; on the % scale 0 is the no-effect control and ±100 the full control effect; nearly all actives have a fitted effect of over 20% in size
Target sequence (P02791 2-175 limits assumed): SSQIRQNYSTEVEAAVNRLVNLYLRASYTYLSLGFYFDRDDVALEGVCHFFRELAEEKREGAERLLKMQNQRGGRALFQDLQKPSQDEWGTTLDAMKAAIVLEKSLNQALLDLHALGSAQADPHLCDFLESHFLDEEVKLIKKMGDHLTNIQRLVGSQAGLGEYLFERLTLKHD
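Read-out: endpoint 1-AMA fluorescence, excitation 380 nm and emission 535 nm, after compounds sit 10 min at room temperature with 10 uM horse-spleen apoferritin in 50% saturated 1-AMA/PBS. Values come from four-parameter Hill fits.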
Pol iota inh: blocks human DNA polymerase iota activity. Pol iota fluorescent replication assay, 10 min. Potency, µM (titrated, usually from 115 µM), without a hit: at the top dose activity, negative = inhibition, most hits filed as inhibitors. 390,000 compounds, 1% hits. AID 588590; further: potency means the concentration at half of the fitted maximal effect
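Fluorescent replication assay read twice, at 0 min and 10 min after adding 50 nM (final) substrate. Enzyme (10 nM) and compounds were first incubated 15 min at room temperature; enzyme-free buffer wells were negative controls.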
Tb PGK inh: blocks T. brucei phosphoglycerate kinase; 380,000 compounds, 0.043% hits; P07378; PGK/GAPDH coupled, Kinase-Glo luminescence, 60 min; Potency, µM (top dose mostly 57.5 µM), without a hit: top-dose activity change, negative = inhibition, actives largely listed as inhibitors; further: potency means the concentration at half of the fitted maximal effect; on the % scale 0 is the no-effect control and ±100 the full control effect; nearly all actives have a fitted effect of over 60% in size
Target sequence (P07378 whole entry, looked up): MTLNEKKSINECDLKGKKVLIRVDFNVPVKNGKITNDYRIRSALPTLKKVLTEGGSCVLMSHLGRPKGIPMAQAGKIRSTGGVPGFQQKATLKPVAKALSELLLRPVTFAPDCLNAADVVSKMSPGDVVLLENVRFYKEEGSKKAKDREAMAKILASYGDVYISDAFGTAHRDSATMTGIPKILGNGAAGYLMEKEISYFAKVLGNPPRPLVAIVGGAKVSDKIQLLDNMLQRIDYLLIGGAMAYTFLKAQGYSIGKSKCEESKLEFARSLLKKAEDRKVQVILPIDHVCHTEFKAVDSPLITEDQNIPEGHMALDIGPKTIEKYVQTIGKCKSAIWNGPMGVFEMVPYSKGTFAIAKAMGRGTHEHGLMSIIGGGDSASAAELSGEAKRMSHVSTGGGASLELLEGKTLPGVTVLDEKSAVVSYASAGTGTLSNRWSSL
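Luminescent ATP detection (Kinase-Glo Plus) follows a 60-minute room-temperature incubation, with wells lacking PGK as controls. Buffer: 100 mM TEA (pH 7.6), 5 mM MgCl2, 0.01% Tween-20. Coupling enzyme GAPDH (100 nM final) supplies unstable 1,3-BPG in-well.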
Numbers without * were called inactive; i = inactive; ? = inconclusive; . = no result given; & = joins results of further samples; [ ] = dose if it differs, or a comment. Unless noted, the call rests on the fitted dose curve; in most records, active means well fitted curve in the direction sought with a large enough effect; inconclusive means small, poorly fitted or top-dose-only effect, or another doubt; inactive means no such curve, though single readings can be large; an effect the other way counts as inactive or inconclusive. Only part of the results is shown. The share of hits here may be higher or lower than overall.

SMILES	APE1 inh	BLM inh	Pol kappa inh	POLH inh	Pol beta inh	RXFP1 antag	Anesthetic bind	Pol iota inh	Tb PGK inh
Cc1ccccc1NC(=O)Cn1c(=O)n(CCCCCC(=O)NCc2ccc3c(c2)OCO3)c(=O)c2sccc21	.	-8%	-12%	-1%	-27%	5	-16%	0%	-2%
COC(=O)c1cnc(Oc2ccc(NC(=O)NC(=O)c3c(F)cccc3F)cc2)cc1C(F)(F)F	16%	0%	-7%	-16%	48%	7	0%	68%[activator]	-5%
CC1CCC(NS(=O)(=O)c2ccc(Cl)s2)CC1 (stereo not given)	5%	.	-2%	-19%	.	-13	.	42%[activator]	-2%
COC(=O)c1cc(NC(=O)c2cc(-c3ccc(OC)cc3)oc2C(F)(F)F)ccc1N1CCOCC1	14%	-14%	-19%	-17%	3%	.	-6%	-5%	-1%
CC1(c2ccccc2)CC(C)(C)N(C(=O)c2ccccc2Cl)c2ccccc21 (stereo not given)	.	-10%	-13%	-16%	-10%	.	1%	1%	3%
Cc1ccc(OCCN2C(=O)NC3(CCc4ccccc4C3)C2=O)cc1 (stereo not given)	1%	0%	-2%[60.1 µM]	-9%	86%	-2	?	-4%	-4%
Cc1c(NC(=O)C(C)OC(=O)c2cccnc2)c(=O)n(-c2ccccc2)n1C (stereo not given)	-3%	-1%	-6%	-6%	6%	-1	5%	59%[activator]	16%
COc1ccc(NC(=O)Cn2c(=O)oc3cc(S(=O)(=O)N4CCC(C)CC4)ccc32)c(OC)c1	.	-7%	-5%	-22%	-1%	-30	-1%	12%	-3%
O=C(NCCC(=O)N(Cc1ccco1)Cc1cccs1)c1ccccc1Cl	52%[activator]	.	2%	-13%	.	0	.	28%	i
CN(C)C(=O)c1c(NC(=O)c2ccccc2)sc2c1CCC2	1%	-2%	0%	-25%	38%	-2	-4%	132%[activator]	-1%
C#CCNc1cc(-c2ccccc2)nc2ncnn12	-4%	1%	4%	10%	0%	1	-10%	1%	-4%
COc1ccccc1/C=C/C(=O)NCC(=O)N1CCC(N(C)C2CCCC2)CC1	5%	2%	-2%	-16%	11%	-6	-2%	24%	i
CCOC(=O)c1nn(-c2ccccc2)c(=O)cc1OCC(=O)Nc1cc(C)ccc1OC	-2%	.	-20%	-20%	.	0	.	-14%	-3%
CCOC(=O)c1sc2nc(CC(=O)OC)nc(NCC(=O)OC)c2c1C	-3%	4%	-7%	0%	40%	-4	-18%	16%	-8%
COc1cc(C2C(C(=O)c3cc4ccccc4o3)=C(O)C(=O)N2CCN2CCOCC2)ccc1OCCC(C)C (stereo not given)	-20%	-5%	-16%	-19%	5%	-5	?	-11%	i
CC(C)(C)n1nnnc1C(c1cccs1)N1CCCc2ccccc21 (stereo not given)	14%	-9%	-6%	-15%	33%	-11	5%	1%	i
CCN(C(=O)c1ccc2c(=O)n3c(nc2c1)CCCCC3)c1ccccc1C	-2%	0%	-20%	-6%	-13%	-6	-8%	-5%	-2%
CCOc1cc(CNc2ccc(S(N)(=O)=O)cc2)cc(Cl)c1OC	-4%	-9%	-22%	-19%	-24%	15	-7%	1%	1%
COc1ccc(C(=O)Nc2nnc(S(=O)(=O)N(C)c3ccc(C)cc3)s2)cc1	.	-4%	1%	-7%	0%	-10	7%	10%	6%
CCOC(=O)Cc1csc(NC(=O)/C=C\c2ccccc2Cl)n1	-3%	-7%	-6%	-11%	-14%	-23	-2%	30%[activator]	-5%
Cc1sc2nc(C(C)C)nc(SCC(=O)N3CCOCC3)c2c1C	19%	-2%	-3%	-8%	1%	-20	-5%	35%[activator]	-5%
C=CCn1c(-c2csc3c2CCC(C)C3)n[nH]c1=S (stereo not given)	1%	-3%	-11%	-16%	35%	-12	-19%	2%	i
CCN(CC)CCNC(=O)C1CCN(C(=O)c2cnn(-c3ccccc3)c2-n2cccc2)CC1	.	1%	-3%	-13%	?	.	-18%	1%	i
Cn1c(=O)n(C)c2cc(/C=N/NC(=O)c3ccc(Cl)cc3Cl)ccc21	?	-4%	-13%	-13%	-38%	6	-20%	28%	i
CSCC[C@H](NC(=O)OC(C)(C)C)C(=O)N/N=C/c1cc2ccc(C)cc2nc1Cl	9%	-1%	-2%	-23%	14%	9	4%	65%[activator]	1%
CSc1ccc(CCNC(=O)c2cc3n(n2)CCCN(Cc2ccc(C)cc2)C3=O)cc1	.	-2%	-2%[60.1 µM]	-8%	41%	1	-4%	4%	9%
COc1ccccc1OCCCCN1CCCCC1	53%[activator]	0%	-6%	-3%	-2%	14	-9%	-27%	6%
CC(C)(C)NCCOc1ccc2ccccc2c1	25%	30%	-7%	-2%	19%	3	-8%	-1%	-2%
O=C(COc1ncnc2sccc12)Nc1cccc(S(=O)(=O)N2CCCC2)c1	-3%	-14%	-12%	5%	?	9	7%	15%	-3%
CC1=NN(c2ccccc2)C(=O)/C1=C/c1cccs1	-2%	2%	-3%	-13%	2%	-8	-4%	1.3µM*	0%
Cc1cc(C)nc(NS(=O)(=O)c2ccc(NC(=O)c3cc4c(=O)n5cccc(C)c5nc4n3C)cc2)n1	-13%	-2%	-22%	-8%	-2%	-12	5%	?	-7%
Cc1ccc(NC(N)=S)cc1C	-2%	-3%	-14%	-8%	6%	17	-8%	4%	-10%
Cc1c(C(=O)OCC(=O)NCc2ccco2)oc2ccccc12	-2%	.	6%	-17%	.	2	.	49%[activator]	-5%
CC(C(=O)OCC(=O)N1CCCCC1)N1C(=O)c2ccccc2C1=O (stereo not given)	17%	.	-20%	-7%	.	1	.	12%	0%
Cc1ccc(NC(=O)CCC(=O)OCC(=O)c2ccc(Oc3ccc([N+](=O)[O-])cc3)cc2)cc1C	-3%	-4%	-6%	-9%	36%	11	?	14%	-10%
COc1ccccc1N(C)S(=O)(=O)c1ccc(C(=O)OCC(=O)N(C)c2ccccc2)cc1	4%	-4%	-2%	-14%	-2%	7	-19%	26%	0%
COC(=O)c1ccccc1NC(=O)c1ccc(COc2cc(C)cc(C)c2)o1	0%	-5%&1%	-25%&-11%	-23%&-13%	6%&0%	-19&-39	1%&9%	20%&3%	-1%&-5%
O=C(Nc1cc(Cl)ccc1Oc1ccccc1)C1=COCCO1	47%[activator]	.	-5%	-14%	.	-75*	.	7%	-3%
O=C(CN1CCN(Cc2ccccc2)CC1)Nc1ccc(F)c(F)c1	32%	-2%	-2%	-7%	?	-1	-4%	8%	1%
COc1ccc(O)c(/C=N/Nc2nc(C)cc(-c3ccccc3)n2)c1	.	.	-5%	-29%	.	-23	.	40%[activator]	-4%
O=C(N/C(=C/c1ccc([N+](=O)[O-])cc1)C(=O)N1CCCC1)c1ccccc1	-14%	-2%	-13%	-11%	3%	-6	-8%	31%[activator]	4%
Brc1ccc(/C=N/Nc2nc3ccccc3o2)cc1	25%	-11%	4%[60.1 µM]	-7%	31%	-12	0%	17%	i
CCC(=O)c1ccc(OCC(=O)NCC2COc3ccccc3O2)cc1 (stereo not given)	9%	.	-8%	5%	.	4	.	5%	-4%
Nc1nonc1-n1nnc(C(=O)N/N=C/c2ccncc2)c1CSc1ccc(Cl)cc1	75%[activator]	-3%	-3%	-17%	21%	-12	-8%	12%	-2%
CCOP(=O)(OCC)C1NC(=O)N(c2ccccc2)C1=O (stereo not given)	10%	-2%	-11%	-12%	22%	-4	-1%	-10%	-3%
COc1cc(/C=N/NC(=O)CSCc2ccc([N+](=O)[O-])cc2)cc(OC)c1OC	-2%	1%	-10%	-1%	2%	12	-20%	-2%	-5%
CCNC(=S)Nn1cnc2ccccc21	8%	-3%	-14%	-14%	-15%	15	-11%	133%[activator]	i
COc1ccc(Cl)cc1NC(=O)c1cc(-c2ccc3c(c2)OCO3)on1	.	-8%	11%	-5%	-3%	0	1%	20%	-19%
CCOC(=O)C1=C(CC)OC(N)=C(C#N)C1c1ccsc1 (stereo not given)	7%	-15%	-13%	?	?	-9	-12%	-6%	0%
O=C(NCc1cnn(-c2ccccc2)c1)C1CCC(=O)N(C2CC2)C1 (stereo not given)	-10%	-2%	-11%	-5%	4%	-1	-5%	7%	3%

In another format: results already given.
Structure,APE1 inh,BLM inh,Pol kappa inh,POLH inh,Pol beta inh,RXFP1 antag,Anesthetic bind,Pol iota inh,Tb PGK inh
C=CCn1c(-c2csc3c2CCC(C)C3)n[nH]c1=S (stereo not given),1%,-3%,-11%,-16%,35%,-12,-19%,2%,i
CCN(CC)CCNC(=O)C1CCN(C(=O)c2cnn(-c3ccccc3)c2-n2cccc2)CC1,.,1%,-3%,-13%,?,.,-18%,1%,i
Cn1c(=O)n(C)c2cc(/C=N/NC(=O)c3ccc(Cl)cc3Cl)ccc21,?,-4%,-13%,-13%,-38%,6,-20%,28%,i

More compounds follow:
SMILES	APE1 inh	BLM inh	Pol kappa inh	POLH inh	Pol beta inh	RXFP1 antag	Anesthetic bind	Pol iota inh	Tb PGK inh
O=C(Cn1ncc2c3ccccc3n(Cc3ccccc3)c2c1=O)NC1CCCC1	17%	0%	-5%	-18%	27%	-7	6%	12%	0%
CC(=O)c1ccc(NC(=O)CSC2=NS(=O)(=O)c3cc(Cl)ccc3N2)cc1	14%	.	-8%	-18%	.	-21	.	-10%	-12%
CC(C)NC(=O)c1nc2ccccc2s1	-2%	-3%	-7%	-9%	-4%	0	-5%	-5%	-1%
Cc1c(OCC(=O)NCCCN2CCCC2=O)ccc2c3c(c(=O)oc12)CCCC3	-8%	5%	1%	3%	74%	26	-2%	?	-2%
Cc1ccc(NC2=C(Cl)C(=O)OC2OC(=O)c2ccc(C)cc2)cc1 (stereo not given)	7%	-11%	-12%	-12%	?	-25	?	27%	-11%
CCCn1c(-c2nonc2N)nc2ccccc21	15%	1%	-7%	-15%	-1%	-4	8%	-2%	-1%
Cc1c(C(=O)NCCC2=CCCCC2)cccc1[N+](=O)[O-]	11%	-3%	-8%	-22%	16%	-3	?	-3%	3%
